Compound activity deposited in PubChem by Sanford-Burnham Center for Chemical Genomics.
PfG6PD inh = PfG6PD (Plasmodium falciparum) enzyme inhibition. PfGluPho enzyme, NADPH resazurin-diaphorase fluorescence. 350,000 compounds, 0.78% hits. inhibition, % at 20 µM;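 active = inhibition reaching at least a set limit at 20 µM in the primary screen, cut at about 59% in these data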;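 also: 0% = DMSO wells with substrate and 100% = DMSO wells lacking glucose-6-phosphate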
Apaf1 inhib = inhibitors of human Apaf-1 apoptosome; O14727; reconstituted apoptosome caspase-3 activity, DEVD-Rh110 fluorescence; inhibition, % at 20 µM; 330,000 compounds, 0.71% hits; AID 489030; active = inhibition of at least 40% at 20 µM;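 also: plate controls were DMSO wells for no effect and DEVD-CHO caspase inhibitor wells for full effect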
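Material: biochemical Apaf-1 apoptosome reconstitution. Medium: Hepes buffer, pH 7.5. Also added: cytochrome c activation, bis-DEVD rhodamine 110 substrate. Timing: 30 min compound preincubation, 50 min activation, room temperature. Measured by: rhodamine 110 fluorescence at Ex 480/Em 540 nm.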
SENP8 block-1 = SENP8 (human) protease inhibition; Q96LD8; recombinant SENP8, Nedd8 substrate fluorescence; inhibition, % at 20 µM; 360,000 compounds, 0.64% hits; AID 602440; in the data active = inhibition mostly above about 40%, no sharp cut-off; inactive = mostly below about 27%
Target sequence (Q96LD8 whole entry, looked up): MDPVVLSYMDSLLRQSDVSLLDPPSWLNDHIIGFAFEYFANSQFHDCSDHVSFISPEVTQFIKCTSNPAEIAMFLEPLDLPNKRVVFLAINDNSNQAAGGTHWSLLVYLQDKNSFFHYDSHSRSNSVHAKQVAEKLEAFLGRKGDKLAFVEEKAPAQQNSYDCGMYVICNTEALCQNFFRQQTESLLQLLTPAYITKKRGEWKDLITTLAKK
SENP6 block = inhibitors of human SENP6 protease. Q9GZR1. Recombinant SENP6 catalytic domain, aminoluciferin luminescence. inhibition, % at 10 µM. 330,000 compounds, 1.8% hits;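 active = inhibition above about 50% at the single tested dose, limit read from the data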;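 also: plate controls were DMSO wells with enzyme for no effect and DMSO wells lacking enzyme for full effect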
Target sequence (Q9GZR1 628-1112 limits assumed): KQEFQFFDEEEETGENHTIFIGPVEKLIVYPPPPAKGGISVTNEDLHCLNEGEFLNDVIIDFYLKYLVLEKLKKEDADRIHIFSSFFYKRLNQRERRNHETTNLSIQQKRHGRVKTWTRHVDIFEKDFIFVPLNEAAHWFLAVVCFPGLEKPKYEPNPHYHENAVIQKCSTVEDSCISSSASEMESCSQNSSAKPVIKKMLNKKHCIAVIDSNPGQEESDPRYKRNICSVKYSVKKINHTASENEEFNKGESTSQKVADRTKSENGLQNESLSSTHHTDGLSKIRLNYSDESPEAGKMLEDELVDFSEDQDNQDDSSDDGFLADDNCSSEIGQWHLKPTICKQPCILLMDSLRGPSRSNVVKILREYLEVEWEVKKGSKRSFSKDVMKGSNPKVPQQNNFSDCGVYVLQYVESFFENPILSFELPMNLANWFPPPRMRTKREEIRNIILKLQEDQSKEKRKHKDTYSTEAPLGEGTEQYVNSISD
SENP7 inh = blocks the human protease SENP7. 330,000 compounds, 1.5% hits. Q9BQF6. inhibition, % at 5 µM. recombinant SENP7, Z-RLRGG-aminoluciferin luminescence, 40 min;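 active = inhibition above about 50% at the single test dose, limit read from the data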;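 also: plate controls were DMSO with enzyme for no effect and no enzyme buffer wells for full effect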
Target sequence (Q9BQF6 706-1050 limits assumed): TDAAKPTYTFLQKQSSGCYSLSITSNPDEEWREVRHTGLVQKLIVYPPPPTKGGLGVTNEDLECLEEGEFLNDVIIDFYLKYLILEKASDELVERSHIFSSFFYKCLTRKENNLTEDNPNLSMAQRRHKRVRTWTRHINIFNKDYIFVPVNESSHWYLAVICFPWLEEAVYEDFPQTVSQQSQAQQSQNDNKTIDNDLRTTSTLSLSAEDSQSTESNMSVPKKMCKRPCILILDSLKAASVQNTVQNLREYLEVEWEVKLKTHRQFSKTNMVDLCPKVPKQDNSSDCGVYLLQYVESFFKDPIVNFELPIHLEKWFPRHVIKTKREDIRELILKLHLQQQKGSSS
HKDC1 inhibitor = HKDC1 (human) hexokinase inhibition. 340,000 compounds, 0.16% hits. inhibition, % at 20 µM. recombinant HKDC1, G6PDH/diaphorase resazurin coupled fluorescence;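 active = inhibition above about 35% when tested at 20 µM, limit read from the data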;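 also: plate controls were DMSO wells with enzyme for no effect and DMSO wells lacking enzyme for full effect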
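Incubation: 90 min at room temperature in dark / Material: recombinant HKDC1 (HK5) hexokinase enzyme, produced in-house / Quantity: enzyme 5 µg/mL final / Compound: one dose of 20 µM, 1% DMSO / Reagent: glucose and ATP substrates / Buffer or medium: Tris pH 8.0 buffer with MgCl2, Tween-20, BSA, BME / Technique: resorufin fluorescence at 613 nm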
SENP1 inh = SENP1 (human) catalytic domain inhibition; Q9P0U3; recombinant SENP1 catalytic domain, CyPet-SUMO1-YPet FRET cleavage; inhibition, % at 10 µM; 360,000 compounds, 0.21% hits; AID 624204;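 active = inhibition at least 30% at 10 µM, raw YFP signal under a set limit, fluorescence ratio 0.5 to 1.5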;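 also: 0% = enzyme with DMSO and 100% = no enzyme wells; some results filed as inactive read as strong as hits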
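Assay system – human recombinant His6-tagged SENP1 catalytic domain enzyme · Input – SENP1 enzyme, 20 pM final · Buffer or medium – Tris pH 8 buffer plus EDTA, NaCl, BME, BSA, NP40, catalase · Schedule – 50 min reaction at room temperature · Technique – FRET read of cyan and yellow fluorescence · Control set – no-enzyme wells low, DMSO-plus-enzyme wells high control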
SENP8 block-2 = inhibitors of human SENP8 protease; purified SENP8, Z-RLRGG-aminoluciferin cleavage, luminescence; inhibition, % at 10 µM; 330,000 compounds, 1.2% hits; AID 2540; in the data active = inhibition above about 50%
An asterisk follows results filed as active; i = inactive; x = no result given.

SMILES	PfG6PD inh	Apaf1 inhib	SENP8 block-1	SENP6 block	SENP7 inh	HKDC1 inhibitor	SENP1 inh	SENP8 block-2
CCOC(=O)c1c(C)[nH]c(C(=O)CSc2nnc(-c3ccncc3)n2CC)c1C	37	4	8	3	3	-3	2	-10
COc1ccc(COC(=O)N/N=C(\C)CC(=O)Nc2ccc(Cl)cn2)cc1	-9	1	11	-6	2	4	0	-3
Cc1ccc(C23CC4CC(CC(C(=O)NCC(=O)O)(C4)C2)C3)cc1	-7	5	12	-30	-4	-2	0	-8
CC[C@@]1(C(=O)OC)N[C@H](CN(C)S(=O)(=O)c2ccc(OC)cc2)[C@@H]2C(=O)N(C)C(=O)[C@@H]21	6	3	12	-33	-8	-10	2	-15
Cn1c(=O)[nH]c(=O)c2c1nc(CN1CCN(c3cccc(Cl)c3)CC1)n2CCN1CCOCC1	-2	-17	7	-3	1	-7	2	-2
COc1cccc(CN2CC(C(=O)NC3(c4ccccc4)CC3)CCC2=O)c1 (stereo not drawn)	2	-8	9	6	-1	0	-3	2
CCS(=O)(=O)/N=C(\N)c1ccccc1	0	5	7	-15	16	-6	2	-9
O=c1[nH]c(CSc2nc3ccccc3o2)nc2c1cnn2-c1ccccc1	6	6	-1	-8	1	-7	-8	2
Cc1cc(-c2nnc(-c3cccc(Cl)c3)o2)no1	7	-11	10	10	0	-7	0	1
Cc1ccc(S(=O)(=O)N2CCN(C(=O)CN3C(=O)NC4(CCCC4)C3=O)CC2)c(C)c1	-2	-2	6	-18	-5	-2	2	-3
COC(=O)c1ccccc1NC(=O)Nc1cnccn1	-13	-4	-46	-7	1	-6	2	-2
COCCCN(C(=S)Nc1ccc(C)cc1Cl)C(C)c1ccncc1 (stereo not drawn)	-7	18	12	-26	-1	-3	-1	-10
Cc1ccc(C)c(SCC(=O)Nc2oc(C)c3c(C)n[nH]c(=O)c23)c1	14	6	-6	-10	-4	5	-4	-2
CC(=O)Nc1ccc(NC(=O)C2CC(=O)N(Cc3ccco3)C2)cc1 (stereo not drawn)	3	-1	6	0	2	-3	-1	3
Cc1ccc(C)c(N)c1	-2	-3	4	-11	-4	4	-2	-6
COc1ccc(-c2ncc(CN3CCN(CCC(C)C)C(CCO)C3)cn2)cc1 (stereo not drawn)	6	3	-22	7	4	-9	-5	0
Cc1ccc(CNC(=O)CCSCc2ccccc2F)cc1	6	10	0	-7	14	-2	4	4
Cc1nn(-c2cc(C)c3ccccc3n2)c2c1CCC2	0	11	-26	-9	25	5	2	0
Cc1cc(C(=O)Nc2ccccc2C(=O)O)c(C)o1	-8	3	0	22	8	5	0	7
COc1ccccc1NC(=O)CC1C(=O)Nc2c1c(=O)n(C)c(=O)n2C (stereo not drawn)	-8	3	-15	1	-4	-6	4	3
N#CC(=C1CCCC1)c1nc(-c2ccccc2)cs1	-7	19	14	77*	65*	-2	4	65*
OC1CCCC1NCc1ccnc2cc(Cl)ccc12 (stereo not drawn)	19	x	-300	x	x	-9	1	x
CN1/C(=C\C(=O)c2cccs2)C(C)(C)c2ccccc21	59	10	-388	11	8	-3	-26	-4
O=C(NCCCN1CCOCC1)C(=O)N/N=C/c1cccc2ccccc12	7	0	-43	-6	5	-2	0	1
CCCCC(=O)Nc1ccc(F)c(Cl)c1	8	2	23	-4	3	5	1	-8

Other structures follow:
SMILES	PfG6PD inh	Apaf1 inhib	SENP8 block-1	SENP6 block	SENP7 inh	HKDC1 inhibitor	SENP1 inh	SENP8 block-2
c1ccc(Nc2cc(Nc3ccccc3)[nH]n2)cc1	32	5	55*	-19	7	-47	2	-12
COc1ccc(OC)c(CNc2ccc(F)c(Cl)c2)c1	7	1	3	-14	5	-1	1	-6
O=C(COc1ccc2c3c(c(=O)oc2c1)CCCC3)N1CCN(c2ccc(F)cc2)CC1	6	18	-56	14	4	-1	1	-2
COC(=O)c1ccc(COc2ccc(/C=C(\C#N)c3nc4ccccc4[nH]3)cc2OC)o1	-2	-5	-273	-2	-2	18	-24	-6
CC(=O)c1ccc(NC(=O)C(C)OC(=O)CCCN=C2NS(=O)(=O)c3ccccc32)cc1 (stereo not drawn)	0	-3	8	-7	-2	-3	2	-2
O=C(CCl)Nc1cccc(Oc2ccccc2)c1	10	-6	23	-11	-9	14	-1	-14
O=C(CN1C2=NCCCN2c2ccccc21)c1ccc(Cl)cc1Cl	3	11	12	-17	7	-12	2	-5
O=C(OCc1cccc(C(F)(F)F)c1)c1cc([N+](=O)[O-])ccc1N1CCOCC1	26	22	20	-6	-3	-2	-3	18
CCOC(=O)c1c(NC(=S)NC)sc2c1CC(C)(C)SC2	20	9	-20	22	0	7	-34	6
O=C(O)C1CCN(S(=O)(=O)c2cccc3nsnc23)CC1	-16	1	13	3	-10	7	-1	-1
CCOC(=O)C1(C)NC(c2ccco2)C2C(=O)N(c3ccccc3)C(=O)C21 (stereo not drawn)	-4	-8	8	-19	7	1	1	-2
NC(=S)N/N=C/c1ccc2cccc(OCc3ccccc3)c2n1	19	8	-326	-20	5	12	-2	11
Cc1cc([N+](=O)[O-])ccc1NC(=O)CCC(=O)N1CCCCC1	-7	-1	15	-7	0	3	-2	-3
CC12CCC(=O)CC1CCC1C2CCC2(C)C1CCC2(O)C(=O)CO (stereo not drawn)	-7	x	7	x	x	-3	3	x
COc1ccccc1C(=O)C1CCCN(C(=O)CSc2ccccn2)C1 (stereo not drawn)	6	10	10	-19	-13	-5	-2	-5
Cc1noc(C)c1C(=O)NNc1cc(Cl)ccc1Cl	19	1	14	-15	0	-1	0	-8
COC(C[C@@H]1O[C@H]1C(=O)[C@@H](C)OCc1ccccc1)OC	-7	-1	13	-11	-10	-9	4	-3
CCN1CCN(CC(=O)N/N=C/c2cc(Br)cs2)CC1	-4	2	11	8	-16	-9	1	-13
Cc1c(NC(=O)C(C)n2cc([N+](=O)[O-])cn2)c(=O)n(-c2ccccc2)n1C (stereo not drawn)	9	-1	10	10	-4	0	2	2
COc1ccc(CN(C)C(=O)C(CCSC)NS(=O)(=O)c2ccc3c(c2)OCCO3)c(OC)c1OC (stereo not drawn)	-9	x	16	x	x	-4	-1	x
C#CC(C)(O)C1CC(CC(=O)O)C1(C)C (stereo not drawn)	-7	x	9	x	x	-4	0	x
Cc1cccc(C)c1NC(=O)CCS(=O)(=O)c1ccc(Br)cc1	-9	0	12	13	2	-1	0	5
CC(=O)Nc1cccc(NC(=O)CS(=O)(=O)c2cn(CC(=O)N3CCCC3)c3ccccc23)c1	-1	-4	-3	14	2	7	0	7
COc1cc(C(O)P(=O)(OC2CCCCC2)c2ccc(N(C)C)cc2)cc(OC)c1OC (stereo not drawn)	-11	-8	18	-3	9	-2	3	-2
COc1cccc(C(=O)NCc2ccco2)c1	-8	-6	7	3	1	4	-1	-1

Following part
SMILES	PfG6PD inh	Apaf1 inhib	SENP8 block-1	SENP6 block	SENP7 inh	HKDC1 inhibitor	SENP1 inh	SENP8 block-2
O=C(NC1=NCCS1)c1ccc(-c2ccc(Cl)cc2)o1	-9	9	i	-12	-4	1	0	-6
NNC(=O)c1ccc(Cn2cc(Br)cn2)cc1	0	6	4	10	5	-6	-1	2
Fc1ccc(-[n+]2nc(Nc3ccccc3)sc2-c2c(Cl)cccc2Cl)cc1	64*	33	27	-17	11	2	5	-11
Cc1ncsc1C(=O)Nc1nc2c(s1)CC(C)CC2 (stereo not drawn)	20	0	-78	96*	98*	-6	5	92*
O=C(NCc1ccccc1)C(c1ccncc1)N(C(=O)c1csnn1)c1cccc(F)c1 (stereo not drawn)	3	1	11	1	-2	5	1	-2
CCOC(=O)C1(CCc2ccccc2)CCN(C(=O)CN2CCOC2=O)CC1	-15	0	1	3	2	9	-1	-2
CC1(C)CC(=O)C(C(C#Cc2ccccc2)C2=C(O)CC(C)(C)CC2=O)=C(O)C1	20	-5	7	-8	9	-10	-2	-10
O=C(N/N=C/c1ccccc1C(=O)O)c1cccc(S(=O)(=O)N2CCOCC2)c1	-15	-7	10	-10	1	-3	1	6
CCCN(CCC)C(=O)COc1cc(=O)n(CC)c2ccccc12	8	-10	4	-10	14	3	1	-4
O=C(COC(=O)/C=C/c1ccc(Br)o1)Nc1ccccc1F	x	3	x	9	7	x	x	-2
O=C(CN1C(=O)COc2ccccc21)Nc1ccc(N2CCOCC2)cc1	2	0	12	-2	-8	-5	0	6
COC(c1ccc(Cl)cc1)(c1ccc(Cl)cc1)C(Oc1nccc(C)n1)C(=O)O (stereo not drawn)	1	4	-6	19	-2	5	-15	-6
COc1ccccc1-c1c(C)nn2c(-c3ccccc3)cc(C)nc12	-3	0	8	7	-3	-1	5	4
CCCNc1ncnc2sc(C)c(C)c12	-10	-11	-20	1	-9	7	0	-5
O=[N+]([O-])c1cccc(/C=N/Nc2nc(C(Cl)(Cl)Cl)nc3ccccc23)c1	6	4	18	-10	6	-4	2	-1
COc1ccc(C2NC(=S)NC3=C2CCc2cc(OC)ccc23)cc1 (stereo not drawn)	44	24	-85	-12	-10	13	-3	-13
O=C(Nc1ccc(Cl)cc1)C1CCN(C(=O)c2ccco2)CC1	6	-5	10	2	-9	4	-1	0
O=C(c1cc(COc2ccc3ncccc3c2)on1)N1CCC[C@H]1CO	4	9	0	-9	2	-2	3	-5
O=c1c2ccccc2nc2n1C(CSc1ccc(F)cc1)CS2 (stereo not drawn)	7	-2	11	-1	2	-2	0	-4
CCCCN(C(=O)C1CCC1)c1c(N)n(CCC)c(=O)[nH]c1=O	7	5	8	-4	4	-6	1	1
O=C(NCc1cccnc1)c1ccc(Br)s1	2	-20	6	-18	3	-7	2	-1
COc1ccc(-n2c(SCC(=O)c3ccc[nH]3)nnc2-c2ccccc2)cc1	7	19	6	-16	-8	0	-4	-10
COc1ccc(CCC(=O)Nc2nc(-c3ccncc3)cs2)cc1	x	4	x	0	2	x	x	-1
O=C(/C=C/c1ccccc1)NC1CCSC1=O (stereo not drawn)	-7	9	5	-11	-6	13	-1	-15
CN(C)CCCN(Cc1cc2cc3c(cc2[nH]c1=O)OCCO3)C(=O)NC1CCCCC1	0	3	-395	-26	-1	2	-4	7
Cc1cccc(NC(=S)NC(C)C(c2ccccc2)N2CCN(C)CC2)c1C (stereo not drawn)	-10	9	12	-13	-9	1	3	1
CCCN(CCC)S(=O)(=O)c1ccc(C(=O)NNc2nc(-c3ccccc3)c3cc(Br)ccc3n2)cc1	-32	13	15	-10	0	-10	0	3

Reformatted with two lines to a compound: part of the list above.
Values run as follows: PfG6PD inh	Apaf1 inhib	SENP8 block-1	SENP6 block	SENP7 inh	HKDC1 inhibitor	SENP1 inh	SENP8 block-2
CCCCN(C(=O)C1CCC1)c1c(N)n(CCC)c(=O)[nH]c1=O
    7	5	8	-4	4	-6	1	1
O=C(NCc1cccnc1)c1ccc(Br)s1
    2	-20	6	-18	3	-7	2	-1
COc1ccc(-n2c(SCC(=O)c3ccc[nH]3)nnc2-c2ccccc2)cc1
    7	19	6	-16	-8	0	-4	-10
COc1ccc(CCC(=O)Nc2nc(-c3ccncc3)cs2)cc1
    x	4	x	0	2	x	x	-1
O=C(/C=C/c1ccccc1)NC1CCSC1=O (stereo not drawn)
    -7	9	5	-11	-6	13	-1	-15
CN(C)CCCN(Cc1cc2cc3c(cc2[nH]c1=O)OCCO3)C(=O)NC1CCCCC1
    0	3	-395	-26	-1	2	-4	7
